# CF NFkB block: blocks PAF-induced NF-kB reporter in cystic fibrosis cells | KKLEB NF-kB-GFP reporter, GFP fluorescence overnight | inhibition, % at 5 µM | 360,000 tested, 0.86% active;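 active = at least 50% inhibition at 5 µM, scaled per plate between neutral and stimulator controls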;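 note: PAF is a Pseudomonas aeruginosa culture filtrate used as stimulus; plate controls were PAF-stimulated DMSO wells for no effect and unstimulated DMSO wells for full effect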
# Peg3 prom inh: inhibitors of Peg3 promoter | HeLa PEG-Prom luciferase reporter, luminescence, overnight | inhibition, % at 20 µM | 360,000 tested, 1.7% active;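 active = inhibition of at least 50% at 20 µM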
# Shn3 3UTR inh: inhibitors of Schnurri-3 3'UTR reporter in osteoblasts; inhibition, % at 12.5 µM; Clone20 osteoblast Shn3 3'UTR firefly luciferase, 24 h; AID 588674; 360,000 tested, 0.52% active;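 active = mean inhibition of at least 75% with every replicate also reaching 75%; inconclusive = mean inhibition at least 75% but some replicate below; inactive = mean inhibition below 75%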;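 note: 0% = median of neutral control wells and 100% = pilot-screen positive control compound; some compounds past the cut are filed as inactive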
# PDI inh: inhibitors of human protein disulfide isomerase. AID 588391. P07237. inhibition, % at 10 µM. PDI insulin aggregation turbidity, A650, 90 min. 350,000 tested, 0.052% active;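 active = mean inhibition across replicates of 30% or more, whatever share of single replicates reach that level; inconclusive = mean inhibition below 30% while every single replicate reaches 30%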;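 note: absorbance from insulin aggregation driven by PDI reduction with DTT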
# Target sequence (P07237 whole entry, looked up): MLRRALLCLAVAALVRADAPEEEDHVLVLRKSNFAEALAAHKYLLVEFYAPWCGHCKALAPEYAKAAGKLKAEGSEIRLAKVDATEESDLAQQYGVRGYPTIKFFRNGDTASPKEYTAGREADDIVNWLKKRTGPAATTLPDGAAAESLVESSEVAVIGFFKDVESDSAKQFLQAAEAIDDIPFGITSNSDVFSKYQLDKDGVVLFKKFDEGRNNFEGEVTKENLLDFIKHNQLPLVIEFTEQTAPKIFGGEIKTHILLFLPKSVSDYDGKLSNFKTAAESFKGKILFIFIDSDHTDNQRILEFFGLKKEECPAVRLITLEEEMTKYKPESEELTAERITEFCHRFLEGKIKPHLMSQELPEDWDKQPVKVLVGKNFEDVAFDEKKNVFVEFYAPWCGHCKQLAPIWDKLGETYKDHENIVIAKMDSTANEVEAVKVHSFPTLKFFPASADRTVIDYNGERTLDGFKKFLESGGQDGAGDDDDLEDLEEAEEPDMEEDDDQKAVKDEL
# NR2E3 ag-1: NR2E3 (human) agonism; Q9Y5X4; GST-NR2E3/biotin-RetCOR TR-FRET, 1536-well; inhibition of corepressor binding, % at 4.78 µM; 320,000 tested, 0.12% active; AID 2300;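 active = percent inhibition above the cutoff of mean plus 3 SD of all tested compounds, set per screening campaign, cut at about 20% in these data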;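 note: 0% = DMSO wells and 100% = biotin wells as full block of FRET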
# Target sequence (Q9Y5X4 whole entry, looked up): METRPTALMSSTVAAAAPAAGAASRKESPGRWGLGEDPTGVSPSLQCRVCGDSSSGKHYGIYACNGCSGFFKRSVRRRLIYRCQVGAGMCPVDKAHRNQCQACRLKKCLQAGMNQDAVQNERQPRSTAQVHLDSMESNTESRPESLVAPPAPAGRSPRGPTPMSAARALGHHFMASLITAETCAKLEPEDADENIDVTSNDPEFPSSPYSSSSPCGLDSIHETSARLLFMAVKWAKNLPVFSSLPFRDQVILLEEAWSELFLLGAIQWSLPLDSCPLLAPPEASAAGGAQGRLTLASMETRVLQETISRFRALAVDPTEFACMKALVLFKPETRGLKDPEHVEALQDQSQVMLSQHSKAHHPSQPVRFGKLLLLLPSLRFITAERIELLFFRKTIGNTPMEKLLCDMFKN
#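 Format: 1536-well format; test system: GST-NR2E3 and biotin-RetCOR proteins; read-out basis: percent inhibition of TR-FRET ratio; timing: 5 h incubation at 4 °C; detection: time-resolved FRET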
# HIF-2a block: HIF-2a inhibition; 360,000 tested, 0.72% active; AID 624352; inhibition, % at 18.8 µM; 786-0 RCC cells HIF-2a reporter, luciferase luminescence, overnight;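 active = inhibition of the luminescence signal of 40% or more relative to plate controls, in a single-dose primary screen at 18.75 µM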
# MITF TRPM1 inh: inhibitors of MITF-driven TRPM1 promoter in melanoma cells; SK-MEL-5 TRPM1 promoter luciferase, 24 h; inhibition, % at 12.5 µM; 330,000 tested, 0.83% active; AID 488899;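 active = mean inhibition across replicates of 60% or more, whatever share of single replicates reaches that level; inconclusive = some that reach 60%, reason not given; inactive = mean inhibition across replicates below 60%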; note: values of inactives mirror those of a sister screen read the other way
# Vif imaging: blocks HIV Vif function; inhibition, % at 7.49 µM; 340,000 tested, 0.35% active; HEK293T cells, Vif self-association by quenched fluorescence, imaging, 24 h; in the data active = inhibition above about 50%, passing the limit was not always enough; inconclusive = no clear call, values can overlap the other calls; inactive = below about 31%; note: some results filed as inactive read as strong as hits
# CaV13 FRET inh: Disruptors of the CACNA1D IQ motif to Ca2+-dependent inactivation inhibitor domain association, primary screening, Förster resonance energy transfer in intact living … | HEK cells, CFP/YFP FRET ICDI-IQ, plate reader, 10 min; percent FRET-ratio fall versus neutral wells | inhibition, % at 12.3 µM | 340,000 tested, 0.098% active;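 active = mean replicate inhibition of at least 30% and at least 1% of replicates passing that level; inconclusive = only one of the two criteria is met; inactive = neither criterion is met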;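 note: 0% = median of the neutral control wells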
# KKLEB cytotox: counter-screen for CF NF-kB inhibitors: cytotoxicity. 360,000 tested, 0.36% active. activity change (cytotoxicity), % at 5 µM. AID 602141. KKLEB CF airway cells viability, ATPlite luminescence, overnight; active compounds read low; cells stimulated with P. aeruginosa culture filtrate;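 active = corrected activity change at or below -50% at 5 µM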
# NR2E3 ag-2: activates human NR2E3 receptor. Q9Y5X4. CHO-S Gal4-NCOR/VP16-NR2E3 two-hybrid, luciferase. inhibition of corepressor binding, % at 3.98 µM. 360,000 tested, 0.35% active. AID 602229;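 active = inhibition above the mean of all tested compounds plus 3 SD, cut at about 70% in these data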;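 note: 0% = DMSO with NR2E3 transfected cells and 100% = cells lacking NR2E3 construct; higher means lower luciferase signal from less NR2E3 corepressor binding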
# Numbers without * were called inactive; u = inconclusive; x = not tested or not shown; & = joins results of further samples.
SMILES,CF NFkB block,Peg3 prom inh,Shn3 3UTR inh,PDI inh,NR2E3 ag-1,HIF-2a block,MITF TRPM1 inh,Vif imaging,CaV13 FRET inh,KKLEB cytotox,NR2E3 ag-2
Cc1ccc(C(=O)COc2ccccc2N2C(=O)c3ccccc3C2=O)cc1,7,-204,-29,4,3,-174,-52,-16,-5,-22,-17
COc1cc(C2/C(=C(\O)c3ccc4c(c3)CC(C)O4)C(=O)C(=O)N2Cc2ccco2)ccc1O (configuration not stated),5,17,9,-1,4,11,-5,4,-2,-2,-16
COc1ccc(CCNC(=O)CN2C(=O)NC(c3ccccc3)(c3ccccc3)C2=O)cc1,7,5,3,1,x,14,6,7,-6,-6,-9
CCC1C(=O)N=C(SCC(=O)Nc2ccc(Br)cn2)NC1=O (configuration not stated),-1,-1,-11,-2,5,18,17,-2,-5,-9,-8
O=C(CCCl)Nc1ccc(S(=O)(=O)NCc2ccco2)cc1,-29,9,10,-5,3,7,3,5,-4,20,-4
CSc1ccc(/C=N\NC(=O)CC(=O)NC(C)C)cc1,-2,-10,-18,-2,1,-2,4,3,-6,-10,-17
CCC(=O)c1ccc(OCC(=O)OCC(=O)N2CCc3ccccc32)cc1,4,1,8,1,-2,21,3,x,-6,-16,-8
O=S(=O)(c1ccc2nc(Nc3ccccc3)ccc2c1)N1CCCCC1,3,1,8,3,2,3,25,-4,-5,-8,-23
COn1c(SCC(=O)N(C)C)nc2ccccc2c1=O,-9,19,22,9,0,-13,-8,-2,-3,3,-27
Cc1ccc(NC(=O)Cc2c(C(=O)O)n(C)c3ccccc23)cc1F,1,7,-3,-4,-1,5,-6,-17,-34,-6,-7
O=C1NCC(COCc2ccccc2)O1 (configuration not stated),-3,10,-5,-6,1,2,-1,-9,x,16,10
COCCNC(=O)c1ccc(Cn2c(SCC(=O)NCC3CCCO3)nc3ccc(Br)cc3c2=O)cc1 (configuration not stated),-3,-12,7,-3,3,13,4,-1,-14,17,-12
CC(=O)c1ccc(N2CCN(C(=O)C3(S(=O)(=O)c4ccc(Cl)cc4)CC3)CC2)cc1,1,2,-6,-3,3,-8,-15,-6,-8,8,-17
O=C(NCCN1CCOCC1)c1cccc(S(=O)(=O)N(Cc2ccccc2)c2ccccc2)c1,-4,4,-9,13,0,15,2,-4,-2,1,0
Cc1ccc(NC(=O)COc2ccc3c(c2)OCO3)c(C)c1,-19,-232,-27,-2,2,-236,-46,-5,-5,7,-20
O=C(O)Cc1ccc(NC(=O)c2ccc(NC(=O)C3CC3)cc2)cc1,20,-1,-2,7,1,17,-5,x,-3,-4,13
O=C(/C=C/c1ccccc1[N+](=O)[O-])N1CCOCC1,70*,11,-41,4,7,19,5,-3,-17,-44,-11
Cc1ccc(S(=O)(=O)CC(O)COc2ccc(F)cc2Cl)c(C)c1 (configuration not stated),-12,7,6,6,0,7,3,-4,-7,5,-14
Cc1cccnc1C(NC(=O)C1CCN(CCCc2ccccc2)CC1)c1ccc(F)cc1 (configuration not stated),-3,-5,11,11,x,9,x,-3,-5,-10,4
COC(=O)c1ccc(OCCOc2ccccc2)cc1,-1,-199,-43,-3,-2,-134,-74,4,x,2,-48
COc1ccc(N2CCN(C3CCCN(Cc4cccc(C(C)=O)c4)C3)CC2)cc1 (configuration not stated),-21,-31,8,13,2,-1,5,31,12,0,-33
COc1ccc(C(C)=O)cc1COC(=O)c1ccc(S(=O)(=O)N(C)C)cc1,4,8,-5,7,-2,4,-4,-2,-6,-1,-9
CCOC(=O)c1cc(-c2ccccc2C)n(CC2CC(c3ccc(OC)cc3)=NO2)n1 (configuration not stated),-2,2,18,-7,x,19,-2,-7,-4,-11,-14
COc1ccc(-c2cc3c(c4c2ccn4C)C2CCC3C2)cc1 (configuration not stated),6,-8,-10,x,x,-8,x,x,-10,-6,4
CCOC(=O)c1c(NS(=O)(=O)c2ccc(Br)cc2)sc2c1CCC2,14,16,16,-3,-2,-4,-1,-18,-2,3,-20

# Single records, as listed above. Values in the order: CF NFkB block	Peg3 prom inh	Shn3 3UTR inh	PDI inh	NR2E3 ag-1	HIF-2a block	MITF TRPM1 inh	Vif imaging	CaV13 FRET inh	KKLEB cytotox	NR2E3 ag-2
# Record of `Cc1cccnc1C(NC(=O)C1CCN(CCCc2ccccc2)CC1)c1ccc(F)cc1` (configuration not stated) → -3	-5	11	11	x	9	x	-3	-5	-10	4
# Record of `COn1c(SCC(=O)N(C)C)nc2ccccc2c1=O` → -9	19	22	9	0	-13	-8	-2	-3	3	-27
# Record of `CC(=O)c1ccc(N2CCN(C(=O)C3(S(=O)(=O)c4ccc(Cl)cc4)CC3)CC2)cc1` → 1	2	-6	-3	3	-8	-15	-6	-8	8	-17
# Record of `O=C(CCCl)Nc1ccc(S(=O)(=O)NCc2ccco2)cc1` → -29	9	10	-5	3	7	3	5	-4	20	-4
# Record of `Cc1ccc(C(=O)COc2ccccc2N2C(=O)c3ccccc3C2=O)cc1` → 7	-204	-29	4	3	-174	-52	-16	-5	-22	-17

# Three entries out of the list above, arranged by the number in NR2E3 ag-1, largest number first.
canonical_smiles	NR2E3 ag-1
COc1cc(C2/C(=C(\O)c3ccc4c(c3)CC(C)O4)C(=O)C(=O)N2Cc2ccco2)ccc1O (configuration not stated)	4
O=S(=O)(c1ccc2nc(Nc3ccccc3)ccc2c1)N1CCCCC1	2
O=C(O)Cc1ccc(NC(=O)c2ccc(NC(=O)C3CC3)cc2)cc1	1

# Remaining list, next part.
SMILES,CF NFkB block,Peg3 prom inh,Shn3 3UTR inh,PDI inh,NR2E3 ag-1,HIF-2a block,MITF TRPM1 inh,Vif imaging,CaV13 FRET inh,KKLEB cytotox,NR2E3 ag-2
CCc1ccccc1NC(=S)NCc1cccn1C,-11,13,5,-9,0,17,-3,0,-17,3,2
CCOC(=O)c1[nH]c2ccccc2c1NC(=O)c1ccc(S(=O)(=O)N2CCCC2)cc1,2,15,13,14,2,20,x,-7,-6,8,16
COCCn1c(C)cc(C(=O)CSc2n[nH]c(N)n2)c1C,-2,-27,-4,8,2,-44,-13,u,-6,8,-9
Cn1c(=O)c2c(n(Cc3ccccc3)c1=O)NC(=O)C2CC(=O)NCc1cccc(Cl)c1 (configuration not stated),-5,8,7,5,-3,12,6,-4,x,7,-5
CCOc1ccc(NC(=O)COC(=O)C2CCC(=O)N2)c([N+](=O)[O-])c1 (configuration not stated),-14,-21,-2,-7,x,-13,0,x,-5,-8,-19
COc1cccc(C(=O)Nc2ccc(S(=O)(=O)N3CCN(C)CC3)cc2)c1,-10,-19,13,2,4,-11,-8,-10,-5,6,-27
CCOc1ccc2nc(SCc3ccc(F)cc3)sc2c1,-15,-137,-12,2,-1,-209,-25,1,-18,10,-21
CC(C)CN1CCC(CN(C)Cc2nc(-c3cnccn3)no2)CC1,-7,9,-9,7,2,19,-4,0,-7,0,-3
O=C(Nc1ccccc1Cl)NC1(C(=O)N2CCCCC2)CCCCC1,-9,-3,-2,-2,2,6,15,0,-5,10,1
COc1cc(NC(=O)c2ccc3c(c2)OCCO3)ccc1NC(=O)c1ccccc1Cl,-10,-14,-47,6,2,-99,6,-7,x,-4,-59
COc1ccc(/C=N/N(C(C)=O)c2nc(-c3ccc(C)cc3)cs2)cc1,-30,-14,-2,-4,-2,-3,-25,16,-9,10,-14
Fc1ccc(SCCc2ccccn2)cc1,-10&7,-95&-70,-32&-10,11&-6,-3&-4,-122&-64,-49&-54,-22,-5&-20,5&-5,-3&-6
CCCCNC(=O)[C@H]1C[C@H]1[C@@H](O)[C@H](CO)NC(=O)[C@H](CC(C)C)NC(=O)OC(C)(C)C,-18,-220,-1,-3,-4,-3,-6,x,x,-3,-4
Cn1c(SCC(=O)c2ccc(O)c(O)c2)nnc1-c1cccs1,5,-1,-42,-2,2,-10,-10,-5,-5,-11,-9
CC(=O)Nc1nc2n(n1)C(c1ccccc1)C=C(c1ccccc1)N2 (configuration not stated),-27,18,-5,3,4,9,-11,-2,x,-4,-12
O=S(=O)(NC1CCCCC1N1CCN(c2ccccc2F)CC1)c1ccccc1 (configuration not stated),3,5,-10,-6,5,2,3,1,-2,7,4
CC(=O)N1CCn2c3c(c(=O)c4cc(C)ccc42)CCC31 (configuration not stated),11,-166,5,0,4,-112,6,x,-6,-2,-7
CC(NC(=O)c1ccc2c(=O)n3c(nc2c1)CCC3)c1ccc(S(N)(=O)=O)cc1 (configuration not stated),-6,8,19,0,3,16,-13,-8,x,5,-35
O=C(OCCN1CCCCC1)c1ccc(O)cc1,4,-23,-1,7,2,-44,-2,2,-8,-10,8
Cc1ccc(S(=O)(=O)Nc2ccc(N3CCCCC3)cc2)cc1,5,-7,21,-5,3,6,4,6,-5,6,31
COc1ccc2c(Cl)c(C(=O)NN)sc2c1,-9,-25,-44,0,0,-33,11,17,-13,10,-4
O=C(Oc1ccc(C(=S)N2CCC(O)CC2)cc1)c1ccc(Cl)cc1,-22,0,9,2,-2,4,2,1,5,-1,5
CO[C@H]1O[C@H](CBr)[C@@H](OC(=O)c2ccccc2)[C@H](O)[C@H]1O,3,-5,12,1,-7,8,-10,9,-2,4,-10
CN1CCN(Cc2cn[nH]c2-c2ccc(F)cc2F)[C@@H](c2ccccc2)C1,6,-10,4,-2,-3,4,4,3,-3,0,-38
CC(C)CCNC(=O)c1cccc(C(=O)NCCC(C)C)c1,0,9,5,-24,3,7,2,26,-5,-1,-4
COc1cc(-c2nnc(CSc3nnc(Nc4ccc(C(C)C)cc4)s3)o2)cc(OC)c1OC,-3,-69,-15,3,2,-93,1,-15,3,-10,-38

# CF NFkB block: hit marks shown above
SMILES,CF NFkB block,Peg3 prom inh,Shn3 3UTR inh,PDI inh,NR2E3 ag-1,HIF-2a block,MITF TRPM1 inh,Vif imaging,CaV13 FRET inh,NR2E3 ag-2
O=C(/C=C/c1ccccc1[N+](=O)[O-])N1CCOCC1,70*,11,-41,4,7,19,5,-3,-17,-11

# A few values from the results shown.
# Under CF NFkB block, `CCOC(=O)c1[nH]c2ccccc2c1NC(=O)c1ccc(S(=O)(=O)N2CCCC2)cc1` is entered as 2
# Under Shn3 3UTR inh, `Cn1c(SCC(=O)c2ccc(O)c(O)c2)nnc1-c1cccs1` is entered as -42

# Assay outcomes: PubChem BioAssay, several laboratories

# Rows were taken by chance; about 3.3% have a hit in one of these screens.
